# Assay outcomes: PubChem, several laboratories
# Bcl-B TR3 displacers = displacers of TR3 peptide from Bcl-B, primary screen, selectivity assay for Bfl-1 inhibitor project, biochemical, fluorescence polarization; AID 748; FP displacement of FITC-TR3 peptide from Bcl-B; higher % means a stronger effect; displacement, % at 20 µM; hits with a dose series show IC50 in µM; hit rate 0.11% among 96,000;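 active means displacement above 50% at 20 µM plus a fluorescence interference ratio under 1.5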;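 further: plate controls were wells without compound for no effect and wells lacking Bcl-B protein for full effect; a part of the inactive calls stands beside numbers as strong as those of hits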
# MRP reversal = reverses drug resistance mediated by MRP | AID 602 | hit rate 0.04% among 85,000 | differential viability (reversal), % at 10 µM | H69AR cells + 2 uM doxorubicin, CellTiter-Glo, 72 h;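 active means viability drop by adding the cancer drug above about 55%, with treated viability meeting a 40% cutoff, limit read from the data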;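 further: viability without doxorubicin minus viability with 2 µM doxorubicin for each compound; larger differential means the compound sensitizes cells more to doxorubicin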
# PLAP inhibitors HTS = inhibition of human placental alkaline phosphatase – biochemical, luminescence, HTS (AID 690) | purified PLAP, luminescent substrate; higher % means a stronger effect | inhibition, % at 20 µM, or IC50 in µM where a hit was titrated | hit rate 0.08% among 96,000; in the data active means a potency from the dose series; inactive means the rest, 99 in 100 with inhibition below about 30%; further: strong numbers were not always called active
# IL1B NFkB pot = enhances IL-1B driven NFkB nuclear translocation; HUVEC IL-1B NFkB p65 nuclear translocation imaging; activation, % at 2 µM; hit rate 0.3% among 94,000; AID 819;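 active means activation above 40%, about the mean plus 3 SD, also judged a hit on visual image review; inconclusive means activation above 40% but not a hit on visual review; inactive means activation not above 40% and no visual hit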;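 further: percent activation is computed from the nuclear over cytoplasmic p65 intensity ratio; values of inactives mirror those of a sister screen read the other way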
# NFkB transloc inh = blocks IL-1B driven NFkB nuclear translocation in HUVEC cells | HUVEC IL-1B NFkB p65 nuclear translocation imaging | inhibition, % at 2 µM | hit rate 0.43% among 94,000;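 active means inhibition above about 30% together with a positive call from visual inspection of the well image, limit read from the data; inconclusive means inhibition above a set limit but visual check negative; inactive means inhibition not above a set limit, visual check negative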;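 further: nuclear over cytoplasmic p65 intensity ratio measured by imaging; 0% = IL-1B stimulated DMSO wells and 100% = unstimulated DMSO wells; values of inactives mirror those of a sister screen read the other way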
# MRP reversal cytotoxicity = also measured in MRP reversal; calls as there; viability, %; H69AR cells, CellTiter-Glo, 72 h; measured here: cytotoxicity without doxorubicin
# MRP reversal with doxorubicin = recorded beside MRP reversal, whose call it bears; viability, %; measured here: viability with 2 uM doxorubicin; active compounds read low
# NFkB transloc inh cell count 2 µM = further read-out of NFkB transloc inh, marked with its call; cell count; measured here: cells passing quality filter;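 raw number of nuclei counted in each imaged well without normalization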
# IL1B NFkB pot cell count 2 µM = recorded beside IL1B NFkB pot, whose call it bears; cell count; measured here: cells passing quality filter
# The depositor's hits bear a star; ? = inconclusive; nt = no result given. A portion of the library; rates above refer to the full screens.
# Order of values – Bcl-B TR3 displacers, MRP reversal, MRP reversal cytotoxicity, MRP reversal with doxorubicin, PLAP inhibitors HTS, IL1B NFkB pot, IL1B NFkB pot cell count 2 µM, NFkB transloc inh, NFkB transloc inh cell count 2 µM
> O=C1c2ccccc2C(=O)N1CCCn1nnc(-c2ccc(N3CCOCC3)cc2)n1
→ -8%, 5, 91, 86, -7%, 10, 168, -10, 168
> CC(C)OC(=O)CSc1nnc(Cc2ccccc2)n1C
→ -12%, 1, 92, 91, 20%, -11, 159, 11, 159
> N=c1c2c3c(sc2ncn1CCN1CCOCC1)CCCCC3
→ 6%, -12, 65, 77, -22%, -9, 92, 9, 92
> CC1CCCC(NC(=O)CN(C)S(=O)(=O)c2cccc3cccnc23)C1C (stereo not drawn)
→ 1%, 12, 78, 66, -56%, 28, 175, -28, 175
> Nc1c(S(=O)(=O)c2cccs2)c2nc3ccccc3nc2n1CC1CCCO1 (stereo not drawn)
→ 0%, 2, 69, 67, -7%, -8, 127, 8, 127
> Cc1ccc(OCc2nnc(NC(=O)c3ccco3)s2)cc1
→ -3%, 0, 101, 101, 12%, -7, 170, 7, 170
> COc1ccc2c(c1)C(=O)c1ccccc1CO2
→ 7%, 11, 95, 85, -15%, -2, 179, 2, 179
> COc1ccccc1NC(=O)N1CCn2c(nc3ccccc32)C1
→ -6%, 9, 92, 83, 16%, -18, 114, 18, 114
> Cn1c(=O)c2c(nc(OCc3ccc4c(c3)OCO4)n2Cc2ccccc2Cl)n(C)c1=O
→ -1%, nt, nt, nt, -34%, -4, 129, 4, 129
> CCn1c(SCC(=O)n2nc(C)cc2C)nnc1-c1ccc2c(c1)OCO2
→ -3%, nt, nt, nt, 4%, 13, 172, -13, 172
> Cc1ccc(S(=O)(=O)N2CCN(c3ccc(S(=O)(=O)N4CCOCC4)cn3)CC2)cc1
→ -10%, -6, 82, 89, 21%, 28, 172, -28, 172
> CCOC(=O)CCCNC(=O)COC(=O)c1cc(C)cc(C)c1
→ nt, 11, 102, 91, nt, 3, 177, -3, 177
> CCCCNC1=C(Br)C(=O)CC(C)(C)C1
→ -11%, 6, 99, 94, 18%, 13, 131, -13, 131
> NC1=NC(=O)C(Cc2cc(Cl)ccc2Cl)S1 (stereo not drawn)
→ 4%, nt, nt, nt, -7%, -1, 146, 1, 146
> CCC(=O)N1CCN(c2nc(C)nc3sc(C)c(C)c23)CC1
→ 1%, -11, 75, 86, -28%, -1, 134, 1, 134
> COc1ccc(-c2nc(C#N)c(N3CCC(C(N)=O)CC3)o2)cc1OC
→ -7%, -5, 97, 102, 9%, -3, 166, 2, 166
> Cc1cc(=O)oc2cc(OCC(=O)NCCCN3CCOCC3)ccc12
→ -1%, 9, 107, 98, 9%, 3, 113, -3, 113
> O=C(NCc1ccco1)c1noc2c1CCCC2
→ 6%, -1, 87, 89, -15%, 30, 104, -30, 104
> CC(=O)N1CCc2cc(S(=O)(=O)CCC(=O)NCc3cccs3)ccc21
→ -3%, -5, 99, 104, 14%, 8, 129, -8, 129
> CCS(=O)(=O)N1CCN(c2ccc([N+](=O)[O-])c(NCc3ccccc3)c2)CC1
→ 4%, nt, nt, nt, 6%, -3, 174, 3, 174
> CN(CC(=O)O/N=C(\N)c1cccc([N+](=O)[O-])c1)S(=O)(=O)c1ccccc1
→ 4%, 11, 87, 76, 28%, 0, 60, 0, 60
> CCc1cc(OCCCSc2nc(C)cc(=O)[nH]2)ccc1Cl
→ -4%, 16, 99, 83, -5%, 5, 159, -5, 159
> N#C/C(=C/c1cccc(C(F)(F)F)c1)c1nc(CCN2C(=O)c3ccccc3C2=O)cs1
→ -7%, nt, nt, nt, 17%, -1, 140, 1, 140
> O=C(CSc1c[nH]c2ccccc12)NCC1CCCO1 (stereo not drawn)
→ -4%, 6, 93, 87, -8%, -14, 189, 14, 189
> Cc1nc(COC(=O)c2ccc(CO)cc2)cs1
→ 1%, -3, 112, 115, -6%, 6, 86, -6, 86
> Cc1cc(C)cc(OCc2nnc(SCC(=O)c3ccccc3)o2)c1
→ 2%, nt, nt, nt, -3%, 3, 166, -3, 166
> COc1cccc2[nH]c3c(N4CCCC(C)C4)ncnc3c12 (stereo not drawn)
→ 2%, -4, 59, 64, 2%, -7, 88, 7, 88
> Cc1csc(SCCN2C(=O)c3ccccc3C2=O)n1
→ 2%, -5, 91, 96, 1%, -2, 163, 2, 163
> Cc1c2c(nc3nc4ccccc4n13)CCCC2=O
→ 7%, 4, 97, 93, 2%, nt, nt, nt, nt
> Cn1c(=O)[nH]c(=O)c2c1nc(Br)n2CC(O)COc1ccccc1 (stereo not drawn)
→ 3%, nt, nt, nt, -6%, -17, 181, 17, 181
> CCS(=O)(=O)N1Cc2ccccc2CC1C(=O)N1CCN(c2ccccc2)CC1 (stereo not drawn)
→ 27%, -4, 103, 107, -52%, 3, 132, -3, 132
> CCCCOc1ccccc1C1NC(=O)NC(C)=C1C(=O)OCCOC (stereo not drawn)
→ nt, nt, nt, nt, nt, -5, 112, 5, 112
> Cc1ccccc1-c1nc(CS(=O)(=O)CC(=O)NCCCN2C(C)CCCC2C)c(C)o1 (stereo not drawn)
→ 2%, 18, 91, 73, -46%, nt, nt, nt, nt
> Nc1c(NCCN2CCOCC2)c2ccccc2oc1=O
→ -1%, -6, 85, 91, -3%, 13, 98, -13, 98
> O=C(NCc1cccnc1)c1cccc(S(=O)(=O)N2CCCCC2)c1
→ -5%, 8, 100, 93, 9%, nt, nt, nt, nt
> CS(=O)(=O)Nc1cccc(C(=O)CC2(O)C(=O)Nc3ccccc32)c1 (stereo not drawn)
→ -2%, -19, 73, 92, 18%, 6, 181, -6, 181
> Cc1ccccc1-n1c(=O)/c(=C\c2ccco2)s/c1=C(/C#N)C(=O)Nc1ccccc1
→ 8%, -13, 52, 66, -21%, 0, 66, 0, 66
> Cn1c(=O)oc2cc(S(=O)(=O)NCc3ccco3)ccc21
→ 5%, -4, 94, 98, 18%, 17, 168, -17, 168
> O=C(OCc1ccccc1)c1cccc(-c2nnn(Cc3ccccc3)n2)c1
→ -1%, 7, 81, 74, 49%, -1, 159, 1, 159
> CNC(=O)c1cccn1-c1ccsc1C(=O)OC
→ -10%, nt, nt, nt, 1%, 12, 181, -12, 181
> O=C(COC(=O)c1ccccc1NC(=O)c1ccccc1)c1ccc([N+](=O)[O-])cc1
→ -4%, nt, nt, nt, -10%, -5, 126, 4, 126
> Cc1ccc(C(C)C)c(OCC(=O)Nc2ccc(Cl)cn2)c1
→ -2%, -7, 79, 86, 14%, -14, 178, 14, 178
> c1coc(CN=C2NC(=NCc3ccco3)c3ccccc32)c1
→ -19%, 0, 86, 86, -26%, 7, 89, -7, 89
> O=C1NCCc2c1[nH]c1ccccc21
→ 5%, -3, 85, 88, 8%, 3, 169, -3, 169
> CCOC(=O)N1CCC2(CC1)C(C#N)=C(N)Oc1n[nH]c(C)c12
→ -6%, -14, 76, 90, -40%, 2, 180, -2, 180
> CCCCOc1ccccc1-c1cc(C(=O)O)[nH]n1
→ 18%, -15, 92, 107, -29%, -11, 110, 11, 110
> Oc1ccc(-c2cccc(-c3ccc(O)cc3)n2)cc1
→ 0%, -4, 92, 95, 3%, 24, 120, -24, 120
> CC1CCCC(C)N1C(=O)C1CC(c2ccc(F)cc2)=NO1 (stereo not drawn)
→ -6%, 7, 89, 82, 7%, 7, 150, -7, 150
> Cc1ccc(-n2nnnc2SCC(=O)Nc2ccc3c(c2)OCCO3)cc1C
→ nt, -29, 47, 76, nt, 0, 110, 0, 110
> CCCc1nnc(NC(=O)NCCN2C(=O)C3C4C=CC(C4)C3C2=O)s1 (stereo not drawn)
→ 4%, 4, 102, 98, 0%, 17, 82, -17, 82
> COc1cccc(NC=C2C(=O)OC3(CCCCC3)OC2=O)c1
→ -3%, -4, 94, 98, 18%, nt, nt, nt, nt
> N#Cc1nc(-c2ccco2)oc1N1CCN(C(c2ccccc2)c2ccccc2)CC1
→ -11%, 2, 101, 98, -15%, nt, nt, nt, nt
> CCCCC(=O)Nc1sc2c(c1-c1nc3ccccc3s1)CCN(C(C)=O)C2
→ -6%, nt, nt, nt, -26%, -3, 122, 3, 122
> COc1ccccc1C(=O)Nc1nc(N)n(-c2ccccc2)n1
→ 5%, 8, 88, 80, -18%, -9, 171, 8, 171
> O=c1[nH]n(-c2ccc(Cl)cc2)c2ncccc12
→ 6%, nt, nt, nt, -4%, 15, 111, -15, 111
> COc1cc(C(=O)NCCOc2cc(C)cc(C)c2)c(Br)c(OC)c1OC
→ 0%, nt, nt, nt, -5%, 15, 150, -16, 150
> Clc1ccc(-c2csc(N3CCc4ccccc4C3)n2)cc1
→ -9%, nt, nt, nt, 17%, -1, 146, 1, 146
> CCNC(=O)OCC(CC)NC(=O)OCC(C)C (stereo not drawn)
→ 6%, 3, 101, 99, 14%, 0, 101, 0, 101
> FC(F)(F)c1cccc(-c2nnc3ccc(C(F)(F)F)cn23)c1
→ -4%, 8, 103, 95, 0%, 3, 89, -3, 89
> O=C(CCN1CCN(c2ccc(F)cc2)CC1)Nc1ccc(F)cc1
→ 5%, -2, 84, 85, 4%, -2, 177, 2, 177

# Gathered by group: the compounds so far with a nitro group on carbon.
# Order of values – Bcl-B TR3 displacers, MRP reversal, MRP reversal cytotoxicity, MRP reversal with doxorubicin, PLAP inhibitors HTS, IL1B NFkB pot, IL1B NFkB pot cell count 2 µM, NFkB transloc inh, NFkB transloc inh cell count 2 µM
> CCS(=O)(=O)N1CCN(c2ccc([N+](=O)[O-])c(NCc3ccccc3)c2)CC1
→ 4%, nt, nt, nt, 6%, -3, 174, 3, 174
> CN(CC(=O)O/N=C(\N)c1cccc([N+](=O)[O-])c1)S(=O)(=O)c1ccccc1
→ 4%, 11, 87, 76, 28%, 0, 60, 0, 60
> O=C(COC(=O)c1ccccc1NC(=O)c1ccccc1)c1ccc([N+](=O)[O-])cc1
→ -4%, nt, nt, nt, -10%, -5, 126, 4, 126

# Three entries from above in another layout.
canonical_smiles,Bcl-B TR3 displacers,MRP reversal,MRP reversal cytotoxicity,MRP reversal with doxorubicin,PLAP inhibitors HTS,IL1B NFkB pot,IL1B NFkB pot cell count 2 µM,NFkB transloc inh,NFkB transloc inh cell count 2 µM
Clc1ccc(-c2csc(N3CCc4ccccc4C3)n2)cc1,-9%,nt,nt,nt,17%,-1,146,1,146
CCNC(=O)OCC(CC)NC(=O)OCC(C)C (stereo not drawn),6%,3,101,99,14%,0,101,0,101
FC(F)(F)c1cccc(-c2nnc3ccc(C(F)(F)F)cn23)c1,-4%,8,103,95,0%,3,89,-3,89

# Carrying on.
# Order of values – Bcl-B TR3 displacers, MRP reversal, MRP reversal cytotoxicity, MRP reversal with doxorubicin, PLAP inhibitors HTS, IL1B NFkB pot, IL1B NFkB pot cell count 2 µM, NFkB transloc inh, NFkB transloc inh cell count 2 µM
> COC(=O)c1ccccc1NC(=O)c1cccc(NC(=O)CSCc2ccccc2)c1C
→ 0%, nt, nt, nt, 10%, -7, 140, 7, 140
> O=C(CSCc1cccc(Br)c1)N1CCOCC1
→ 3%, -8, 97, 105, 16%, -3, 194, 3, 194
> CCOc1ccc(S(=O)(=O)NCC(=O)N(C)Cc2cccnc2)cc1
→ 7%, 18, 108, 91, -9%, 10, 69, -10, 69
> O=C(O)C(Cc1ccccc1)N1C(=O)/C(=C/c2cccc3ccccc23)SC1=S (stereo not drawn)
→ 32%, nt, nt, nt, -12%, 17, 143, -17, 143
> O=[N+]([O-])c1ccc2c(c1)C(N1CCOCC1)/C(=C/COc1ccc3ccccc3c1Br)O2 (stereo not drawn)
→ 0%, nt, nt, nt, -22%, -46, 91, ?, nt
> CCOC(=O)C(=O)Nc1ccc2c(c1)OCO2
→ -6%, 1, 106, 105, -10%, -26, 104, 26, 104
> Cc1ccc(C)c(NC(=O)c2cnn3ccccc23)c1
→ -10%, nt, nt, nt, 11%, -3, 196, 2, 196
> Cc1nc(NC(=O)COC(=O)CCS(=O)(=O)c2ccccc2Cl)c(Cl)cc1Cl
→ -1%, -2, 67, 70, -10%, -2, 147, 2, 147
> O=C1C(c2ccncc2)=C(O)c2ccccc21
→ 8%, -8, 75, 83, 19%, 13, 161, -13, 161
